# High-throughput results from PubChem.
# ANO1 block = inhibitors of mouse TMEM16A calcium-activated chloride channel; normalized B-score (activity score, 25-100; higher = stronger inhibition) at 10 µM; HEK293 TMEM16A/YFP iodide influx fluorescence, ionomycin; Q8BHY3; hit rate 1.2% among 310,000;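 active = ratio plate-corrected score three or more library SD toward inhibition, starting fluorescence score within five deviations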;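 note: score derived from kinetic fluorescence span divided by baseline fluorescence per well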
# Target sequence (Q8BHY3 whole entry, looked up): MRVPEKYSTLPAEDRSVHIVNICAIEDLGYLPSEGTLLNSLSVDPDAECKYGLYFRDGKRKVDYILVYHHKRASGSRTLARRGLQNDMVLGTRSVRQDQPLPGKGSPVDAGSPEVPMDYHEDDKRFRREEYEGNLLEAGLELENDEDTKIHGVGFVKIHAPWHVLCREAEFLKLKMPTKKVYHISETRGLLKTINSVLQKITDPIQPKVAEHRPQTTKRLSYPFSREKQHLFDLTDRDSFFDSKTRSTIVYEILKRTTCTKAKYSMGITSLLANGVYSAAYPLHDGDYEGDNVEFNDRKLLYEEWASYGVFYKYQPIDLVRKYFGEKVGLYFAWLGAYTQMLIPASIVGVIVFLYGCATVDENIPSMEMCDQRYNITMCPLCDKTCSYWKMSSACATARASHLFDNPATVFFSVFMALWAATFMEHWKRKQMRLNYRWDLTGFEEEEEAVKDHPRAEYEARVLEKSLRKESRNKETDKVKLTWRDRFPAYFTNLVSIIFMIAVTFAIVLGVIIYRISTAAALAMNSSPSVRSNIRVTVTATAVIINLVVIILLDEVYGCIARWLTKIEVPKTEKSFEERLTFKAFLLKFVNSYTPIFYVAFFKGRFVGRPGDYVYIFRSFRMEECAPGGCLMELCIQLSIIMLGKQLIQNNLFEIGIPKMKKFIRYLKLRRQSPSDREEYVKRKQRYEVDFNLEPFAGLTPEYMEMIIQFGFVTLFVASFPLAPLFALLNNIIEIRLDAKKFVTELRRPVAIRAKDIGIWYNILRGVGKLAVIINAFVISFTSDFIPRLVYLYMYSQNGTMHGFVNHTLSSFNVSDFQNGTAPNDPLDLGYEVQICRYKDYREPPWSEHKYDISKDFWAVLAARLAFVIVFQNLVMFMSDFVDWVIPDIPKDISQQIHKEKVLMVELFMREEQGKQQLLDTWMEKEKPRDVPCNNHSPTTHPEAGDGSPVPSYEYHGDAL
# KCNQ1 block = inhibitors of human KCNQ1 potassium channel; hit rate 1.3% among 310,000; CHO-K1 KCNQ1, FluxOR thallium flux fluorescence; active compounds read high; P51787; B-score at 10 µM;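 active = compounds whose thallium flux B-score, printed positive for inhibition, exceeds three library SD while starting fluorescence stays within three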;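 note: channel opened by potassium depolarization with thallium stimulus after 20 min compound exposure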
# KCNQ1 pot = potentiates or activates the human KCNQ1 potassium channel; CHO-K1 KCNQ1, thallium flux FluxOR fluorescence; active compounds read high; B-score at 10 µM; hit rate 0.35% among 310,000; AID 2648;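 active = fluorescence ratio B-score, a plate-corrected score, at least three library SD, with initial intensity B-score within 5 SD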
#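 Material: CHO-K1 cells stably expressing KCNQ1. Medium: assay buffer for compound exposure, DMSO matched across wells. Reagent: K+/Tl+ depolarizing stimulus. Compound dosing: single-concentration screen. Times: 37 °C overnight plating, 90-min dark dye load, 20-min compound pretreatment. Technique: FluxOR Tl+ flux fluorescence.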
# RGS4 block = human RGS4 inhibition. hit rate 0.45% among 310,000. AID 463165. B-score at 10 µM. HEK293 M3R/RGS4 inducible, Fluo-4 calcium flux; active compounds read high; triggered by carbachol at its EC20. P49798;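 active = B-score, a plate-corrected calcium signal, over three deviations above library mean, with baseline fluorescence within five deviations of library mean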;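 note: RGS4 expression induced by doxycycline in cells with stable M3 receptor; B-score is computed from the integrated fluorescence ratio over baseline after carbachol; higher B-score means a larger calcium signal and so more RGS4 inhibition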
# hERG rescue = hERG (human) protection from proarrhythmic block | CHO-hERG, FluxOR thallium flux, dofetilide IC70 present | activation (rescue from dofetilide block), less the hit threshold, % at 10 µM | Q12809 | hit rate 0.51% among 310,000;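 active = activation above the mean of controls blocked by dofetilide plus 5 SD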;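 note: thallium influx through hERG after potassium depolarization seen as dye fluorescence rise; in these data hits start at about 4.7%; inactives centre near -7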
# KCNK3 block = human KCNK3 channel inhibition, primary screen. CHO-KCNK3 thallium flux, FluxOR fluorescence; active compounds read low. B-score at 10 µM. hit rate 0.84% among 340,000;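 active = B-score under library mean minus 4 SD, starting fluorescence ratio at most library mean plus 5 SD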;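 note: more negative B-score means stronger inhibition of thallium flux through KCNK3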
# KCNK9 inh = human KCNK9 channel inhibition. Q9NPC2. HEK293 KCNK9, FluxOR thallium flux fluorescence; active compounds read low. B-score at 10 µM. hit rate 1.2% among 310,000. AID 488922;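 active = ratio B-score over 3 SD below the library mean, with starting fluorescence within 5 SD of its mean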;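 note: negative B-score means less thallium flux so channel inhibition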
# SKKanGAS inh = blocks kanamycin growth of S. pyogenes SKKanGAS strain | inhibition, % at 7.5 µM | hit rate 1.3% among 300,000 | BacTiter-Glo, 6 h;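 active = mean replicate score, as percent of positive control median, at least 50; inconclusive = mean below 50 but one replicate at or above 50; inactive = mean and every replicate below 50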;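 note: strain carries kanamycin resistance gene driven by streptokinase promoter and grows in 40 µg/ml kanamycin; loss of luminescence reflects streptokinase promoter inhibition or plain growth inhibition; 0% = median of DMSO wells and 100% = positive control at its reference dose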
# HDAC3 inh = human HDAC3 inhibition | O15379 | recombinant HDAC3, fluorogenic peptide/trypsin coupled, fluorescence | inhibition, % at 8.3 µM | hit rate 0.15% among 320,000 | AID 2718; in the data active = inhibition above about 26%, passing the limit was not always enough; inconclusive = no clear call, values can overlap the other calls
# RGS4 pot = RGS4 potentiation or activation | HEK293 M3R/inducible RGS4, carbachol calcium flux Fluo4; active compounds read low | B-score at 10 µM | hit rate 0.92% among 310,000 | AID 463111;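 active = B-score of the integrated calcium signal more than 4 SD below the library mean, with starting fluorescence not abnormally high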;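 note: negative B-score means reduced calcium response which marks RGS4 activation or potentiation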
#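 Material: M3R-expressing HEK293 line, RGS4 induced by doxycycline | Schedule: Overnight RGS4 induction, 30 min dye load 37 °C, 20 min compound RT | Measured by: Fluo4 fluorescence kinetic imaging of calcium | Read-out: Integrated calcium ratio converted to B score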
# TMEM16A act = activators or potentiators of mouse TMEM16A chloride channel. Q8BHY3. HEK293 TMEM16A/YFP-H148Q/I152L, iodide quench fluorescence; active compounds read low. B-score at 10 µM. hit rate 0.3% among 340,000;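 active = fluorescence-ratio B-score plate-corrected deviation score at least 3 library SD below zero, with starting fluorescence score within 5 deviations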;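 note: channel opened by trigger with iodide after compound preincubation; score built on the fluorescence ratio of max minus min over baseline; more negative score means more quench and so TMEM16A activation or potentiation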
# The depositor's hits bear a star; i = inactive; u = inconclusive; x = no result given.
# Every second line gives: ANO1 block | KCNQ1 block | KCNQ1 pot | RGS4 block | hERG rescue | KCNK3 block | KCNK9 inh | SKKanGAS inh | HDAC3 inh | RGS4 pot | TMEM16A act
- O=C(c1ccc(F)cc1)N1CCN(c2ncccn2)CC1
→ i | i | i | i | -10 | i | i | 7 | 0 | i | i
- C=CCOc1ccc(C2/C(=C(\O)c3ccc4c(c3)OCCO4)C(=O)C(=O)N2CCCN2CCOCC2)cc1 (stereo not given)
→ i | i | i | i | -12 | i | i | -2 | -4 | i | i
- Cc1ccc(OCC(=O)N/N=C\c2ccc(C)o2)c(C)c1
→ i | i | i | i | -4 | i | i | -17 | -1 | i | i
- COc1ccc(Br)cc1C(=O)N/N=C/c1ccc2c(c1)n(C)c(=O)n2C
→ i | i | i | i | -10 | i | i | 5 | -108 | i | i
- COCCN1Cc2cccc(C(=O)Nc3ccc(-c4nc5ccccc5[nH]4)cc3)c2C1=O
→ i | i | i | i | -6 | i | i | 5 | -5 | i | i
- CCOC(=O)c1cnc(SCc2ccc(C)cc2)nc1N
→ i | i | i | i | -6 | i | i | 7 | 3 | i | i
- Cc1nn(C)c2nc(-c3cccs3)cc(C(F)(F)F)c12
→ i | i | i | i | -7 | i | i | -4 | 0 | i | i
- Cc1ncsc1CCC(=O)N1CCCC(Nc2ccc(F)c(F)c2)C1 (stereo not given)
→ i | i | i | i | -6 | i | i | 3 | 4 | i | i
- CC(C)(C)n1nc2c(c1NC(=O)Cc1ccccc1)CS(=O)(=O)C2
→ i | i | i | i | -4 | i | i | x | 0 | i | i
- Cc1cccc(NC(=O)c2ccc(S(=O)(=O)N3CCC(C)CC3)cc2)n1
→ i | i | i | i | -11 | i | i | -3 | -4 | i | i
- O=C(CSc1ncccc1-c1nc2ccccc2[nH]1)Nc1ccc2c(c1)OCCO2
→ i | i | i | i | -5 | i | i | 3 | x | i | i
- Cc1cccc(C2Nc3cccc4cccc(c34)N2)c1
→ i | i | i | i | -9 | i | i | 5 | 4 | i | i
- COc1ccc(OC)c(S(=O)(=O)Nc2cccnc2)c1
→ i | i | i | i | -10 | i | i | 1 | -7 | i | i
- COc1ccc(NC(=O)CSc2nc(O)cc(=O)n2-c2ccccc2)cc1
→ i | i | i | i | -7 | i | i | 88* | 1 | i | i
- CCCC[N+](CC#Cc1ccccc1)(CCCC)CCCS(=O)(=O)[O-]
→ i | i | i | i | -5 | i | i | 4 | -6 | i | i
- Cc1ccc(S(=O)(=O)c2nnn3c2nc(NC2CCN(Cc4ccccc4)CC2)c2ccccc23)cc1C
→ i | i | i | i | -22 | i | i | 27 | -8 | i | i
- CCc1c(C2(O)CCCCC2)[nH]c2ccc(C#N)cc12
→ i | i | i | i | -7 | i | i | 12 | 4 | i | i
- CCCC[C@@H]1CNCCN1CC1(c2ccccc2)CC1
→ i | i | i | i | -2 | i | i | 7 | 3 | i | i
- COc1ccc(NC(=O)CCN2C(=O)[C@@H]3[C@H](C2=O)[C@H]2C=C[C@@H]3C2)cc1
→ i | i | i | i | -10 | i | i | -4 | -2 | i | i
- c1ccc(CCCc2nc(-c3cccnc3)no2)cc1
→ i | i | i | i | -4 | i | i | -7 | -2 | i | i
- Cc1cccc(N2CCN(C(=O)c3ccoc3C)CC2)c1C
→ i | i | i | i | -7 | i | i | 1 | -4 | i | i
- Fc1ccc(-n2nnc(-c3ccnc4ccccc34)n2)cc1
→ i | i | i | i | -8 | i | i | -3 | -6 | i | i
- CN1CCN(/N=C/c2ccc(Br)cc2)CC1
→ i | i | i | i | -3 | i | i | -2 | -6 | i | i
- O=S(=O)(c1ccc(F)cc1)N1CCN(CC(O)COc2ccccc2F)CC1 (stereo not given)
→ i | i | i | i | -3 | i | i | -1 | 11 | i | i
- O=C(Nc1ccccc1C(=O)N/N=C/c1ccccc1)c1ccco1
→ i | i | i | i | -3 | i | i | 12 | -4 | i | i
- COc1cc(C(=O)NNC(=S)NC(=O)c2ccccc2C)cc(OC)c1OC
→ i | i | i | i | -7 | i | i | 60* | 4 | i | i
- Cc1ccc(-c2csc(NC(=S)NC(=O)c3cc4ccccc4o3)n2)cc1
→ i | i | i | i | -6 | i | i | 0 | -6 | i | i
- COc1c(/C=N/Nc2nc(N3CCCCC3)nc(N3CCCCC3)n2)cccc1[N+](=O)[O-]
→ i | i | i | i | -6 | i | i | 35 | -2 | i | i
- CC(=O)Nc1ccc(N2C(=O)c3cccc4c(O)ccc(c34)C2=O)cc1
→ i | i | i | i | -25 | i | i | 9 | -7 | i | i
- CCN1CCN(Cc2ccc(NC(=O)c3ccc(C)c(NC(=O)c4ccc5n[nH]nc5c4)c3)cc2C(F)(F)F)CC1
→ i | i | i | i | -4 | i | i | 2 | 10 | i | i

# Continued, starting with the last 5 of the part before.
SMILES,ANO1 block,KCNQ1 block,KCNQ1 pot,RGS4 block,hERG rescue,KCNK3 block,KCNK9 inh,SKKanGAS inh,HDAC3 inh,RGS4 pot,TMEM16A act
COc1cc(C(=O)NNC(=S)NC(=O)c2ccccc2C)cc(OC)c1OC,i,i,i,i,-7,i,i,60*,4,i,i
Cc1ccc(-c2csc(NC(=S)NC(=O)c3cc4ccccc4o3)n2)cc1,i,i,i,i,-6,i,i,0,-6,i,i
COc1c(/C=N/Nc2nc(N3CCCCC3)nc(N3CCCCC3)n2)cccc1[N+](=O)[O-],i,i,i,i,-6,i,i,35,-2,i,i
CC(=O)Nc1ccc(N2C(=O)c3cccc4c(O)ccc(c34)C2=O)cc1,i,i,i,i,-25,i,i,9,-7,i,i
CCN1CCN(Cc2ccc(NC(=O)c3ccc(C)c(NC(=O)c4ccc5n[nH]nc5c4)c3)cc2C(F)(F)F)CC1,i,i,i,i,-4,i,i,2,10,i,i
COc1ccccc1CNC(=O)CN1C(=O)c2ccc([N+](=O)[O-])cc2C1=O,i,i,i,i,-7,i,i,-3,9,i,i
CCOc1ccc(S(=O)(=O)n2cc(F)c(=O)[nH]c2=O)cc1,i,i,i,i,-7,i,i,3,2,i,i
COc1ccccc1N1CCN(CC(=O)Nc2ccc(-n3cnnn3)cc2)CC1,i,i,i,i,0,i,i,0,-7,i,i
Cc1ccc(SCC(=O)Nc2nnc(-c3ccco3)o2)cc1,i,i,i,i,-21,i,i,-7,1,i,i
CCCNC(=O)c1onc(CSc2ccc(Cl)cc2)c1C(=O)NCC1CC1,i,i,i,i,-10,i,i,9,0,i,i
Cc1n[nH]c(=S)c2nn(-c3ccccc3F)c(C)c12,x,i,i,i,-3,i,i,-3,x,i,i
C=CCN(CC=C)S(=O)(=O)c1ccc(NC(=S)NC(=O)C2CC2)cc1,i,i,i,i,-6,i,i,u,5,i,i
CSc1nnc2c(n1)OC(c1ccccn1)N(C(C)=O)c1ccccc1-2 (stereo not given),i,i,i,i,-7,i,i,5,-3,i,i
CCNS(=O)(=O)c1ccc(NC(=O)c2c(-c3ccccc3)noc2C)cc1,i,i,i,i,-7,i,i,-25,-3,i,i
Nc1nc(NCC2CCCO2)nc(Nc2cccc(Cl)c2)c1[N+](=O)[O-] (stereo not given),i,i,i,i,-2,i,i,-1,1,i,i
CCn1c(SCC(N)=O)nc2ccccc2c1=O,i,i,i,i,-4,i,i,-2,1,i,i
O=C(NNC(=S)Nc1cccc(C(F)(F)F)c1)c1ccc(Cl)cc1Cl,i,8*,i,i,-7,i,i,67*,-1,i,i
CCOCCCNC(=O)Cn1cc2c(n1)CCCCC2,i,i,i,i,-3,i,i,-3,-2,i,i
CCn1c(CCNS(=O)(=O)c2ccccc2Br)nnc1SC,i,i,i,i,-6,i,i,-1,-2,i,i
COc1cc(/C=N\NC(=O)c2ccccc2F)ccc1Oc1ccc([N+](=O)[O-])cn1,i,i,i,i,-16,i,i,11,-2,i,i

# Individual results from the list:
# Under hERG rescue, `CCOc1ccc(S(=O)(=O)n2cc(F)c(=O)[nH]c2=O)cc1` reads -7
# Under HDAC3 inh, `CCCNC(=O)c1onc(CSc2ccc(Cl)cc2)c1C(=O)NCC1CC1` reads 0
# Under hERG rescue, `COc1ccccc1N1CCN(CC(=O)Nc2ccc(-n3cnnn3)cc2)CC1` reads 0

# Continued.
SMILES,ANO1 block,KCNQ1 block,KCNQ1 pot,RGS4 block,hERG rescue,KCNK3 block,KCNK9 inh,SKKanGAS inh,HDAC3 inh,RGS4 pot,TMEM16A act
Cc1cc(NC(=O)C(C)SCC(=O)OCc2ccc([N+](=O)[O-])cc2)no1 (stereo not given),i,i,i,i,-20,i,i,0,14,i,i
CCOc1cc(C(=O)NC(C)c2ccncc2)cc(OCC)c1OCC (stereo not given),i,i,i,i,-11,i,i,-9,1,i,i
CCOc1c2ccc(C(=O)NC3CCCc4ccccc43)cc2nn1CC (stereo not given),i,i,i,i,-6,i,i,0,-12,i,i
O=[N+]([O-])c1ccc(N2CCc3ccccc3C2)cc1,i,i,i,i,-22,i,i,7,-2,i,i
CCOc1cc(C(=O)OCc2cccc(OC)c2OC)ccc1OCC(=O)N1CCOCC1,i,i,i,i,-15,i,i,-1,-3,i,i
COC(=O)c1sccc1NC(=O)c1ccc(OC)cc1,i,i,i,i,2,i,i,3,6,i,i
CCn1c(COC(=O)CNC(=O)c2ccccc2F)nc2cc(S(=O)(=O)N(C)C)ccc21,i,i,i,i,-18,i,i,-9,6,i,i
COc1ccccc1NS(=O)(=O)c1cccc(C(=O)NCC(c2ccco2)N2CCCCC2)c1 (stereo not given),i,i,i,i,-11,i,i,-11,x,i,i
CCOc1ccccc1C(=O)Nc1cccc(-c2ccc(N3CCOCC3)nn2)c1,i,i,i,i,-11,i,i,16,5,i,i
